Compound activity deposited in PubChem by several laboratories.
Mtb BioA inh: inhibitors of Mycobacterium tuberculosis BioA enzyme. actives 0.096% (n = 360,000). purified M. tuberculosis BioA enzyme, plate reader. AID 602481. inhibition, % at 9.99 µM; in the data active means inhibition above about 40%
GDH-TPI inh: inhibits GDH-TPI coupling enzymes, artifact for Mtb FBA screen; GDH-TPI coupled enzyme counterscreen, NADH absorbance; inhibition, % at 4.8 µM; actives 1.2% (n = 360,000); AID 588335; in the data active means inhibition above about 30%;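 further: 0% = DMSO wells and 100% = wells lacking the enzyme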
SSB-PriA inh: blocks PriA binding to SSB C-terminal tail. inhibition, % at 33 µM. actives 0.6% (n = 430,000). AID 1272365. AlphaScreen SSBct-PriA binding, biotinylated peptide; in the data active means inhibition mostly above about 37%, no sharp cut-off; inactive means mostly below about 20%;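 further: plate controls were negative control peptide for no effect and reference peptide for full effect; strong numbers were not always called active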
MazEF act: activators of E. coli MazEF toxin-antitoxin RNase; P0AE70; FAM/BHQ RNA-DNA oligo cleavage fluorescence, 5 h; activation, % at 20 µM; actives 0.32% (n = 350,000); in the data active means activation above about 50%
Target sequence (P0AE70 whole entry, looked up): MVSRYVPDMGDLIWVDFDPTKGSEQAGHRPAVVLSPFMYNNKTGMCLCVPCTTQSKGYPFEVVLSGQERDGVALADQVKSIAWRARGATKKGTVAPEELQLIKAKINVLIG
VHR inh abs: DUSP3 (human) phosphatase inhibition | actives 0.52% (n = 290,000) | P51452 | recombinant VHR phosphatase, pNPP absorbance | AID 1654 | inhibition, % at 13.3 µM; in the data active means inhibition above about 50%; further: some compounds called inactive have numbers as strong as hits
Target sequence (P51452 whole entry, looked up): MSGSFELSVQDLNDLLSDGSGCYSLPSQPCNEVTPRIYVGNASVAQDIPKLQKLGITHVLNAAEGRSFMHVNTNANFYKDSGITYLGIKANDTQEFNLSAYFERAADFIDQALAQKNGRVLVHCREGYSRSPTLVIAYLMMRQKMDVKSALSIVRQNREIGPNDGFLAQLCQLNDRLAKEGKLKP
FBA Mtb inh: inhibitors of M. tuberculosis fructose-bisphosphate aldolase | inhibition, % at 1 µM | actives 2.3% (n = 360,000) | P9WQA3 | purified M. tuberculosis FBA, fluorescence read-out | AID 588726; in the data active means inhibition above about 27%;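 further: 0% = vehicle and 100% = reference inhibitor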
Target sequence (P9WQA3 whole entry, looked up): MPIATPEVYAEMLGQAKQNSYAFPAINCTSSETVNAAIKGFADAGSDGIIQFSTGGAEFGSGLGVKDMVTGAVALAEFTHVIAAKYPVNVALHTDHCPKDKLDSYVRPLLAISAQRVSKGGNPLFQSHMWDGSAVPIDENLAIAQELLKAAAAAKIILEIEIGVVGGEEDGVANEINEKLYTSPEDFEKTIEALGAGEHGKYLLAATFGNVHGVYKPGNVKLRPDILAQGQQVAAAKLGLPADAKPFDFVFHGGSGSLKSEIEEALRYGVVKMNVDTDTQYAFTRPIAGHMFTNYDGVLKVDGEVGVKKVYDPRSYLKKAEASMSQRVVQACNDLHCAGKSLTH
Mtb UGM inh: Mtb UDP-galactopyranose mutase inhibition; purified UGM, fluorescence polarization probe displacement; inhibition, % at 10 µM; actives 0.06% (n = 320,000); in the data active means inhibition above about 10%, passing the limit was not always enough
Target sequence (P9WIQ1 whole entry, looked up): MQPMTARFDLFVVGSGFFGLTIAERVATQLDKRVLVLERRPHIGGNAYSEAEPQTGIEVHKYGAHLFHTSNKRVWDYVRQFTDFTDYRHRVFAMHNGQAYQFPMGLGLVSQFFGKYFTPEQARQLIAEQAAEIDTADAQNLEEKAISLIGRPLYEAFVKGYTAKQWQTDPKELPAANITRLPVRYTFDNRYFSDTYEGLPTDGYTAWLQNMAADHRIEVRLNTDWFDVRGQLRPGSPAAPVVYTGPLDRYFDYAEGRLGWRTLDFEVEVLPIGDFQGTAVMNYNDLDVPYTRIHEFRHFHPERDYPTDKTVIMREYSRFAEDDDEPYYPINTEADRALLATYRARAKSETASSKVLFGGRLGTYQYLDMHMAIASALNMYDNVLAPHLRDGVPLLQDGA
Vc quorum ag: induces V. cholerae light production without autoinducers; AID 588436; V. cholerae BH1578 lux reporter, luminescence, 6 h; activation, % at 18.7 µM; actives 0.16% (n = 350,000); in the data active means activation mostly above about 9.7%, no sharp cut-off; further: not every result past the cut was called active; inactives centre near 0; reference of the scale not given here
SARS 3CLpro inh: SARS-CoV 3CLpro protease inhibition; P0C6X7; recombinant SARS-CoV 3CLpro, quenched FRET peptide cleavage; inhibition, % at 6 µM; actives 0.14% (n = 290,000); AID 1706; in the data active means inhibition above about 12%
Rv3671c inh: Rv3671c (M. tuberculosis) protease inhibition | inhibition, % at 5.96 µM | P9WHR9 | AID 2606 | actives 0.048% (n = 320,000); in the data active means inhibition above about 38%;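 further: extracellular domain of Rv3671c used as enzyme; 0% = enzyme with DMSO and 100% = no enzyme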
Numbers without * were called inactive.

For COc1ccccc1-c1ocnc1C(=O)N1CCN(S(=O)(=O)c2ccc(NC(C)=O)cc2)CC1 the results were Mtb BioA inh 1.4, GDH-TPI inh -5, SSB-PriA inh 1, MazEF act 4, VHR inh abs 4, FBA Mtb inh 1, Mtb UGM inh -0.2, Vc quorum ag -0.2, SARS 3CLpro inh 8 and Rv3671c inh 4.
Screening COCCN1C[C@@H](CO)O[C@@H](n2cnc3c(NCc4ccc(F)cc4)ncnc32)C1 returned Mtb BioA inh -0.1, GDH-TPI inh 12, FBA Mtb inh 5 and Vc quorum ag -0.8.
For COc1ccc(-c2cc(Cl)cc3c(=O)c4ccccc4n(C)c23)cc1F the results were Mtb BioA inh -1.1, GDH-TPI inh 4, SSB-PriA inh 0, MazEF act -14, VHR inh abs 25, FBA Mtb inh 2, Mtb UGM inh 0.8, Vc quorum ag inactive, SARS 3CLpro inh -2 and Rv3671c inh 4.
CCOC(=O)c1cc(OC(=O)c2cccs2)n(-c2ccccc2)n1 was read as Mtb BioA inh -1.3, GDH-TPI inh -6, SSB-PriA inh -18, MazEF act 0, VHR inh abs -4, FBA Mtb inh 0, Mtb UGM inh 0.3, Vc quorum ag -0.3, SARS 3CLpro inh 5 and Rv3671c inh 14.
`COC(=O)c1ccccc1NC(=O)C(=O)NCc1ccncc1` gave GDH-TPI inh 5, SSB-PriA inh -6, MazEF act 0, VHR inh abs 56*, FBA Mtb inh 0, Mtb UGM inh -2.0, Vc quorum ag 0.1, SARS 3CLpro inh 0 and Rv3671c inh 2.
For CS(=O)(=O)N(CCc1ccccc1)CC(=O)NCc1cccnc1 the results were Mtb BioA inh -0.3, GDH-TPI inh 8, SSB-PriA inh -5, MazEF act 3, VHR inh abs 22, FBA Mtb inh -1, Mtb UGM inh -0.4, Vc quorum ag -0.5, SARS 3CLpro inh 0 and Rv3671c inh 7.
For Cc1cc(O)cc(O)c1C(=O)Cc1cscn1 the results were Mtb BioA inh 0.9, GDH-TPI inh 23, SSB-PriA inh -5, MazEF act 11, VHR inh abs -8, FBA Mtb inh 1, Mtb UGM inh 4.6, Vc quorum ag inactive, SARS 3CLpro inh -5 and Rv3671c inh -4.
`Cc1ccc(S(=O)(=O)NN2C(=O)/C(=C/c3ccc(C(=O)O)cc3)SC2=S)cc1` gave Mtb BioA inh -0.7, GDH-TPI inh 21, SSB-PriA inh -8, MazEF act -3, FBA Mtb inh 0, Mtb UGM inh 1.2, Vc quorum ag 0.8, SARS 3CLpro inh 7 and Rv3671c inh -8.
`CCCCN1C(=S)NC[C@@H]1Cc1ccccc1` gave Mtb BioA inh 0.0, GDH-TPI inh 2, SSB-PriA inh 3, MazEF act 7, VHR inh abs -8, FBA Mtb inh 5, Mtb UGM inh 1.5, Vc quorum ag inactive, SARS 3CLpro inh -3 and Rv3671c inh -1.
For O=C(O)CCCC(=O)N1N=C(c2ccccc2)CC1c1ccc2c(c1)OCO2 (configuration not stated) the results were Mtb BioA inh 2.6, GDH-TPI inh -7, SSB-PriA inh -9, MazEF act -3, VHR inh abs -28, FBA Mtb inh 0, Mtb UGM inh 1.9, Vc quorum ag inactive, SARS 3CLpro inh 8 and Rv3671c inh 3.
Screening CCN1C(=O)/C(=C2/Sc3ccc(OC)cc3N2C)SC1=Nc1ccc(OC)cc1 returned Mtb BioA inh -1.2, GDH-TPI inh 7, SSB-PriA inh 9, MazEF act 5, VHR inh abs 16, FBA Mtb inh 2, Mtb UGM inh -0.6, Vc quorum ag -0.2, SARS 3CLpro inh 3 and Rv3671c inh 8.
Screening CC(=O)Nc1ccc(N)cc1 returned Mtb BioA inh 0.5, GDH-TPI inh 1, SSB-PriA inh -1, MazEF act 3, FBA Mtb inh -2, Mtb UGM inh 0.5, Vc quorum ag -0.1 and Rv3671c inh 8.
Cc1nnc(SCC2=C(C(=O)O)N3C(=O)C(NC(=O)Cn4nc(C)c(Cl)c4C)C3SC2)s1 (configuration not stated) was read as GDH-TPI inh -7, SSB-PriA inh -1, MazEF act 2, VHR inh abs -24, FBA Mtb inh -2, Mtb UGM inh 1.2, Vc quorum ag -0.4, SARS 3CLpro inh 1 and Rv3671c inh -2.
For Cc1ccc(N2C(=O)C3C4C=CC(C4)C3C2=O)cc1C (configuration not stated) the results were Mtb BioA inh -0.4, GDH-TPI inh -4, SSB-PriA inh -4, MazEF act 11, VHR inh abs 7, FBA Mtb inh 4, Mtb UGM inh -3.6, Vc quorum ag -0.3, SARS 3CLpro inh -2 and Rv3671c inh -11.
For O=c1c2ccccc2c(C=Nc2ccc(S(=O)(=O)N3CCCCC3)cc2)c(O)n1-c1ccc(Cl)cn1 the results were GDH-TPI inh 8, SSB-PriA inh 11, MazEF act -2, VHR inh abs 3, FBA Mtb inh 6, Mtb UGM inh -1.3, Vc quorum ag inactive, SARS 3CLpro inh 2 and Rv3671c inh -6.
CC(=O)c1ccc(N2CCN(C(=O)C3CCC3)CC2)cc1 was read as Mtb BioA inh 15, GDH-TPI inh 45*, SSB-PriA inh -13, MazEF act -3, VHR inh abs 0, FBA Mtb inh 0, Mtb UGM inh -2.2, Vc quorum ag -1.4, SARS 3CLpro inh 5 and Rv3671c inh -5.
`Cc1cccc(NC(=O)CSc2nncn2N)c1C` gave Mtb BioA inh 0.7, GDH-TPI inh 4, MazEF act 5, FBA Mtb inh -1 and Vc quorum ag inactive.
CCN(CC)C(=O)CSc1nc2ccc(NC(=O)CSc3nccn3C)cc2s1 was read as GDH-TPI inh 10, SSB-PriA inh -3, MazEF act 5, VHR inh abs 13, FBA Mtb inh 1, Mtb UGM inh 0.5, Vc quorum ag 1.2, SARS 3CLpro inh -1 and Rv3671c inh -5.
For COc1cc(C(=O)NCc2nnc(SCC(=O)Nc3cc(C)cc(C)c3)o2)cc(OC)c1OC the results were Mtb BioA inh 0.5, GDH-TPI inh 5, SSB-PriA inh 2, MazEF act 7, VHR inh abs 4, FBA Mtb inh 7, Mtb UGM inh -2.3, Vc quorum ag inactive, SARS 3CLpro inh 3 and Rv3671c inh 2.
`O=c1c2ccccc2nc(-c2ccc([N+](=O)[O-])cc2)n1O` gave GDH-TPI inh 5, SSB-PriA inh -11, MazEF act 7, VHR inh abs 4, FBA Mtb inh 1, Mtb UGM inh -1.1, Vc quorum ag 1.0, SARS 3CLpro inh 0 and Rv3671c inh 5.
`O=c1[nH]c(C2CCN(S(=O)(=O)c3ccccc3)CC2)nc2c1nnn2Cc1ccc2c(c1)OCCO2` gave Mtb BioA inh -3.8, GDH-TPI inh 7, SSB-PriA inh 14, MazEF act 1, VHR inh abs -25, FBA Mtb inh 4, Mtb UGM inh 1.1, Vc quorum ag 0.7, SARS 3CLpro inh -1 and Rv3671c inh -5.
`CCC1(CC)C(=O)N=C2c3ccccc3C(=O)N21` gave Mtb BioA inh 0.4, GDH-TPI inh 0, SSB-PriA inh -6, MazEF act -6, VHR inh abs -18, FBA Mtb inh 1, Mtb UGM inh 0.1, Vc quorum ag inactive, SARS 3CLpro inh -2 and Rv3671c inh 3.
Screening CCCc1nnc(NC(=O)OCC)s1 returned GDH-TPI inh -9, SSB-PriA inh -11, MazEF act 20, VHR inh abs 22, FBA Mtb inh 3, Mtb UGM inh 0.6, Vc quorum ag inactive, SARS 3CLpro inh 2 and Rv3671c inh -3.
CCN(CC)C(=O)Oc1ccc2c(=O)c(-c3ccccc3)coc2c1 was read as Mtb BioA inh -1.1, GDH-TPI inh 11, SSB-PriA inh -14, MazEF act -18, VHR inh abs 14, FBA Mtb inh 3, Mtb UGM inh -0.6, Vc quorum ag inactive, SARS 3CLpro inh 1 and Rv3671c inh -7.
`Oc1ccc2n[nH]nc2c1` gave Mtb BioA inh -1.6, GDH-TPI inh 17, SSB-PriA inh -14, MazEF act 6, VHR inh abs 6, FBA Mtb inh 18, Mtb UGM inh 0.5, Vc quorum ag -0.3, SARS 3CLpro inh 4 and Rv3671c inh 0.
CCN1C(=O)C2C(c3cccc(F)c3)NC(CC)(C(=O)OC)C2C1=O (configuration not stated) was read as GDH-TPI inh -11, SSB-PriA inh -16, MazEF act 3, VHR inh abs 25, FBA Mtb inh -5, Mtb UGM inh 1.8, Vc quorum ag -0.1, SARS 3CLpro inh -8 and Rv3671c inh 0.
Screening COc1cccc(NC(=O)N(CCCN2CCOCC2)C(C)c2cc3ccccc3o2)c1 (configuration not stated) returned Mtb BioA inh 0.6, GDH-TPI inh -1, SSB-PriA inh -21, MazEF act -6, VHR inh abs 12, FBA Mtb inh 0, Mtb UGM inh -1.6, Vc quorum ag -0.2, SARS 3CLpro inh -10 and Rv3671c inh 1.
`CCOC(=O)Cn1nc(/C=C/c2ccccc2)ccc1=O` gave Mtb BioA inh -1.8, GDH-TPI inh 15, SSB-PriA inh -12, MazEF act 5, VHR inh abs 10, FBA Mtb inh 23, Mtb UGM inh -0.2, Vc quorum ag inactive, SARS 3CLpro inh 4 and Rv3671c inh 1.
O=C(N/N=C/c1ccc2c(c1)OCO2)c1ccc2ccccc2n1 was read as GDH-TPI inh 32*, MazEF act -4, VHR inh abs 26, FBA Mtb inh 0, Mtb UGM inh -1.0, Vc quorum ag -1.4, SARS 3CLpro inh 5 and Rv3671c inh 1.
Screening COc1cc(N2C(=O)C=CC2=O)c(OC)cc1Cl returned Mtb BioA inh -0.6, GDH-TPI inh 4, SSB-PriA inh -3, MazEF act 1, VHR inh abs 36, FBA Mtb inh 3, Mtb UGM inh -2.5, Vc quorum ag -0.3, SARS 3CLpro inh -3 and Rv3671c inh 6.
`Cc1ncsc1CCOC(=O)c1cccnc1` gave Mtb BioA inh 0.4, GDH-TPI inh 2, SSB-PriA inh -8, MazEF act 2, VHR inh abs -2, FBA Mtb inh -1, Mtb UGM inh -2.1, Vc quorum ag -3.6, SARS 3CLpro inh -4 and Rv3671c inh -5.
For COc1ccc(NC(=O)NCc2ccco2)cc1OC the results were GDH-TPI inh -2, SSB-PriA inh 0, MazEF act -5, VHR inh abs 18, FBA Mtb inh 6, Mtb UGM inh -0.2, Vc quorum ag -0.3, SARS 3CLpro inh 3 and Rv3671c inh -3.
COc1ncnc2c1NC1=C(S2)C(=NCCC(=O)O)CC(C)(C)C1 was read as GDH-TPI inh 1, SSB-PriA inh -8, MazEF act -47, VHR inh abs 1, FBA Mtb inh -5, Mtb UGM inh -1.1, Vc quorum ag inactive, SARS 3CLpro inh -2 and Rv3671c inh 12.
For N#CC1=C(N)N=C(SCc2ccccc2)C(C(N)=O)C12CCCCC2 (configuration not stated) the results were Mtb BioA inh 3.0, GDH-TPI inh 5, SSB-PriA inh 17, MazEF act 1, VHR inh abs 27, FBA Mtb inh -1, Mtb UGM inh 0.1, Vc quorum ag -2.8, SARS 3CLpro inh -3 and Rv3671c inh -1.
Screening COc1ccc(NS(=O)(=O)c2cc(NC(=O)c3nc4nc(C)cc(C)n4n3)ccc2C)cc1 returned GDH-TPI inh -1, SSB-PriA inh 0, MazEF act 11, VHR inh abs 11, FBA Mtb inh 2, Mtb UGM inh 0.1, Vc quorum ag inactive, SARS 3CLpro inh 0 and Rv3671c inh -7.
For COc1ccc(C(=O)N/C(=C\c2ccc(Cl)cc2)C(=O)NCCN2CCOCC2)cc1 the results were Mtb BioA inh -0.4, GDH-TPI inh 8, MazEF act 4, FBA Mtb inh 0 and Vc quorum ag 0.5.
Screening CCC(=O)NC(=S)Nc1ccccc1F returned Mtb BioA inh -0.1, GDH-TPI inh 11, SSB-PriA inh -2, MazEF act 1, VHR inh abs 34, FBA Mtb inh -3, Mtb UGM inh -1.6, Vc quorum ag -3.2, SARS 3CLpro inh -6 and Rv3671c inh 4.

Quoted at random: 2 entries already listed
For COc1ccc(NC(=O)NCc2ccco2)cc1OC the results were GDH-TPI inh -2, SSB-PriA inh 0, MazEF act -5, VHR inh abs 18, FBA Mtb inh 6, Mtb UGM inh -0.2, Vc quorum ag -0.3, SARS 3CLpro inh 3 and Rv3671c inh -3.
`Cc1ncsc1CCOC(=O)c1cccnc1` gave Mtb BioA inh 0.4, GDH-TPI inh 2, SSB-PriA inh -8, MazEF act 2, VHR inh abs -2, FBA Mtb inh -1, Mtb UGM inh -2.1, Vc quorum ag -3.6, SARS 3CLpro inh -4 and Rv3671c inh -5.

Not all compounds are listed (hit frequency here may not be typical).
